Assay outcomes: PubChem, several laboratories
PKA-R1A act – PKA-R1A complex activation; P00514+P68181; PKA-R1A dissociation, Cy5-IP20 fluorescence polarization; scaled: DMSO 0%, 113 µM cGMP 100%; activation, % at 11.4 µM; 340,000 tested, 0.083% active;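 active = percent activation above the mean of all tested compounds plus 3 SD, cut at about 19% in these data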;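 also: higher means more PKAc released from R1A so a rise in polarization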
Mot1-301 SUMO – SUMOylation pathway inhibition by Mot1-301 growth rescue; S. cerevisiae Mot1-301 growth rescue, ATP luminescence, 38.5C; percent above DMSO median, 100 means doubled; growth rescue, % at 18.8 µM; AID 2716; 320,000 tested, 1% active;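 active = every valid replicate shows activation above 250% relative to neutral control wells; inactive = the rest, any valid replicate at or below 250%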;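 also: OY570 slx delta 5 strain wells were the positive control but not used for scaling; some compounds called inactive have numbers as strong as hits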
phage Ecoli inh – E. coli growth loss with phage present | inhibition, % at 11.9 µM | growth absorbance | 360,000 tested, 0.26% active; in the data active = inhibition above about 11%
MOR-DOR inv ag – inverse agonists of human mu-delta opioid receptor heterodimerization | 340,000 tested, 0.21% active | inhibition, % at 9.3 µM | AID 504357 | P35372+P41143 | cell-based MOR-DOR heterodimer luminescence, inverse agonism; in the data active = inhibition above about 22%, passing the limit was not always enough;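 also: 0% = cells with DMSO and 100% = wells without cells with DMSO; values of inactives mirror those of a sister screen read the other way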
Target sequence (P35372 whole entry, looked up): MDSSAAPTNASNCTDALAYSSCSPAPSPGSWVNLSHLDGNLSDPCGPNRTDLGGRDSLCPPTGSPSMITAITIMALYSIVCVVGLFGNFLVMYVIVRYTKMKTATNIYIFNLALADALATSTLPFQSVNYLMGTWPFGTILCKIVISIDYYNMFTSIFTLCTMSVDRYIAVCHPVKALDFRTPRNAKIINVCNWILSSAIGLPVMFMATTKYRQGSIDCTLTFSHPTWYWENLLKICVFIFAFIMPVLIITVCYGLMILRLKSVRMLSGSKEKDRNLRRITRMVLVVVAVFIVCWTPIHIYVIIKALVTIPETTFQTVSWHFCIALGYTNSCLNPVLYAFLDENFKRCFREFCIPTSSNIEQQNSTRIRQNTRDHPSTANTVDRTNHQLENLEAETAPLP
Target sequence (P41143 whole entry, looked up): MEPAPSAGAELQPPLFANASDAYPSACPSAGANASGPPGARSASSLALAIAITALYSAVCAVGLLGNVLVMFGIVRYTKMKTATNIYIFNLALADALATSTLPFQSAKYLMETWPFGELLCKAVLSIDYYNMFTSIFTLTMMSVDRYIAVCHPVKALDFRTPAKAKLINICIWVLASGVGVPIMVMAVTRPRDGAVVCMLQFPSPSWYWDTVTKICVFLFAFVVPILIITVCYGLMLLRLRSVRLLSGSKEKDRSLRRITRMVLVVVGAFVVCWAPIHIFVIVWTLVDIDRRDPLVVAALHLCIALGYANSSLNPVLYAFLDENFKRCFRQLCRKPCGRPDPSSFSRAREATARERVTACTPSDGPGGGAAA
PfHsp90 yeast 2 – reduces growth (ATP signal) of yeast expressing P. falciparum Hsp90. AID 504621. S. cerevisiae expressing PfHsp90, BacTiter-Glo ATP, 48 h; yeast lacking PDR1 and PDR3 efflux regulators. inhibition, % at 9.4 µM. 310,000 tested, 0.32% active;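 active = every replicate shows inhibition above about 80%, whatever the replicate mean, limit read from the data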;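 also: 0% = DMSO neutral controls and 100% = 20 µM radicicol positive controls; yeast relying on Plasmodium falciparum Hsp90 in place of its own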
OPRM1-OPRD1 ag – agonists of human mu-delta opioid receptor heterodimerization | P35372+P41143 | activation, % at 9.3 µM | cells, OPRM1-OPRD1 heterodimerization, luminescence | 340,000 tested, 0.3% active; in the data active = activation above about 18%;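 also: 0% = vehicle-treated cells and 100% = reference agonist; values of inactives mirror those of a sister screen read the other way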
AddAB inh – less growth of phage-infected E. coli with AddAB | E. coli expressing H. pylori AddAB, absorbance growth | inhibition, % at 11.9 µM | 330,000 tested, 0.29% active; in the data active = inhibition above about 12%;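 also: 0% = vehicle wells of infected cells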
Ecoli viability – bacterial growth inhibition, counter-screen for AddAB inhibitors; E. coli V3065 growth, OD600 absorbance, 18 h; inhibition, % at 11.9 µM; 330,000 tested, 0.27% active; AID 449728;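 active = inhibition above the campaign's mean inhibition across all tested compounds plus 3 SD, cut at about 9.9% in these data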;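 also: uninfected addAB+ strain grown without phage in ampicillin broth; 0% = DMSO wells and 100% = ciprofloxacin 0.95 µg/ml wells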
Arr AP2 block – blocks beta-arrestin peptide binding to AP2 adaptin. FITC-arrestin peptide / GST-AP2 beads, flow cytometry; AP2 beta2 appendage carries R879A mutation. inhibition, % at 10 µM. 340,000 tested, 0.31% active. AID 504490;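 active = inhibition above a set limit, near 3 SD of compounds lacking own fluorescence, cut at about 54% in these data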;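 also: plate controls were DMSO wells for no effect and 5 µM unlabelled arrestin peptide for full effect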
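System: GST-AP2 R879A glutathione beads; medium: PBS, Tween 20 0.05%, BSA 0.1%; reagent: fluorescein-tagged arrestin peptide at 50 nM final; schedule: pre-incubation 12 min, peptide binding 1 h, room temperature; detection: flow cytometry, FL1 (488/535 nm); read-out: inhibition as reduced fluorescein signal on beads, percent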
DSG3 Ab inh – blocks pemphigus antibody binding to human desmoglein-3; P32926; DSG3-coupled beads, scFv-anti-DSG3-GFP binding, flow cytometry; active compounds read low; binding (percent of control), % at 10 µM; 310,000 tested, 0.48% active;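 active = binding more than 3 SD below its plate's average and above zero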;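 also: hits lower antibody fragment binding to DSG3; some compounds called inactive have numbers as strong as hits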
Tat export inh – inhibitors of E. coli Tat protein transport; inhibition, % at 10 µM; 340,000 tested, 0.036% active; AID 488895; E. coli MC4100 TorA-mCherry Tat export, fluorescence;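 active = mean replicate inhibition at least 50% and at least half of replicates individually reaching 50%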;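 also: exported cargo escapes ClpAP degradation while cytoplasmic cargo is degraded and loses fluorescence; 0% = median of neutral control wells and 100% = median of NaSCN control wells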
An asterisk follows results filed as active; nt = not tested or not shown; + = active, no number.

Structure | PKA-R1A act | Mot1-301 SUMO | phage Ecoli inh | MOR-DOR inv ag | PfHsp90 yeast 2 | OPRM1-OPRD1 ag | AddAB inh | Ecoli viability | Arr AP2 block | DSG3 Ab inh | Tat export inh
CCc1cc(=O)oc2cc(C)cc(OC(C)C(=O)NCCCN3CCCC3=O)c12 (stereo not drawn) | -5 | -9 | 1.4 | 17 | 16 | -3.1 | 2.9 | 1.4 | -7 | 100 | -12
Cc1ccc(C)c(OCC(=O)Nc2cccc(C(=O)O)c2)c1C | -2 | 16 | 3.4 | 16 | nt | -3.1 | 1.4 | 0.7 | 3 | 99 | 4
O=C(NCC(O)c1ccc2ccccc2c1)c1c(F)cccc1F (stereo not drawn) | -2 | 385 | 0.5 | 14 | -21 | -3.0 | -0.1 | 1.4 | 2 | 101 | 6
O=C1CCCN1CCCNc1ncccc1[N+](=O)[O-] | 9 | -11 | 0.6 | 4 | 8 | -0.7 | 0.3 | -0.1 | 22 | 100 | -1
CC(C)(C)N(C(=O)Cn1nnc(-c2ccc(F)cc2)n1)C(C(=O)NC1CCCC1)c1ccncc1 (stereo not drawn) | -6 | -16 | 1.8 | 12 | nt | -2.2 | 1.7 | -1.8 | -4 | 76 | 3
O=C(Nc1ccc(OC(F)(F)F)cc1)c1ccc(-n2cncn2)nc1 | 7 | -6 | 3.7 | -8 | 7 | 1.1 | 4.5 | 2.2 | 0 | 107 | 6
Cc1cc(-c2ccccc2N)n[nH]1 | 5 | -2 | 2.5 | 0 | -43 | 0.1 | 1.1 | 0.1 | 33 | 107 | -2
CCOC(=O)CSc1nnc(CNC(=O)c2ccc(OC)c(OC)c2)n1C | -2 | 12 | 2.0 | 14 | -10 | -2.6 | 3.5 | -1.1 | 5 | 98 | -2
O=C(COc1ccc(F)cc1Cl)N1CCN(C(=O)c2cccs2)CC1 | -7 | 44 | -0.6 | -1 | 32 | 0.2 | 0.0 | 3.0 | -8 | 102 | -4
CCOc1cc(N2CCOCC2)c(OCC)cc1NC(=O)COc1cccc(Cl)c1 | 3 | 37 | 1.4 | 2 | -4 | -0.3 | 0.3 | -1.6 | -7 | 97 | -6
Cc1cc(=O)oc2cc(OCC(=O)NCCc3nc4ccccc4[nH]3)ccc12 | 1 | -2 | 2.6 | -20 | nt | 3.9 | 0.7 | -0.2 | 27 | 82 | 2
COC(=O)c1cn(Nc2ncc(C(F)(F)F)cc2Cl)c(=O)c2ccccc12 | -9 | 11 | 1.3 | -27 | -24 | 5.0 | -0.2 | -2.4 | 0 | 103 | 0
O=C(NCCc1c[nH]c2ccccc12)c1cc2ccccc2oc1=O | 3 | -1 | -1.2 | -1 | -7 | 0.1 | 5.4 | 0.2 | 7 | 103 | 3
O=c1cc(CSc2ccccn2)[nH]c(=O)[nH]1 | -16 | -6 | 2.2 | 13 | 21 | -3.2 | 4.3 | 1.9 | 5 | 102 | 1
COC(=O)c1[nH]c2cc(OC)ccc2c1NC(=O)CCN1CCN(c2ccccc2)CC1 | 3 | 5 | 1.2 | 9 | -11 | -1.8 | 3.1 | 1.2 | -5 | 88 | -3
O=C1N(Nc2ccccc2)C(c2ccc(Br)cc2)C12CCCC2 (stereo not drawn) | -2 | 255 | 3.2 | -37 | -17 | 8.4 | 1.0 | 0.6 | 8 | 98 | -7
COc1cc(-c2n[nH]c(=S)n2-c2ccc(C)cc2)cc(OC)c1OC | 2 | nt | 3.2 | -6 | -6 | 0.8 | -0.2 | -0.9 | -5 | 100 | -4
COCCCNc1ccnc2c(Cl)cccc12 | -14 | 261 | 3.1 | 1 | 23 | -0.2 | -0.6 | 3.6 | 9 | 79 | -5
CCOc1ncccc1C(=O)Oc1ccc2c(c1)OCO2 | -4 | nt | 3.4 | 5 | -9 | -0.9 | 2.9 | 3.9 | 3 | 99 | -11
Cc1ccc(-n2nnnc2SCC(=O)Nc2cc(C)on2)c(C)c1 | 2 | 38 | 0.3 | -7 | -23 | 1.1 | 3.0 | -0.2 | 5 | 101 | -9
O=C(COC(=O)/C=C/c1ccc(Cl)cc1Cl)Nc1ccc2c(c1)OCCO2 | -2 | -27 | -0.5 | -2 | nt | 0.4 | 2.1 | 0.6 | 8 | 114 | -4
COc1ccc(C2=NN(CCC(=O)NC3CCCCCC3)C(=O)CC2)cc1 | -2 | -7 | 0.3 | 5 | 8 | -1.0 | 0.9 | -0.1 | -7 | nt | -2
O=C(CSc1nnc(-c2ccccn2)o1)Nc1ccccc1F | 4 | -24 | 2.1 | 12 | -18 | -2.2 | 4.4 | 1.9 | -8 | 108 | -6
CCOC(=O)c1sc2nc(C)nc(SCC(=O)NC3CCS(=O)(=O)C3)c2c1C (stereo not drawn) | -4 | -2 | 0.2 | 5 | -79 | -1.2 | -1.0 | 2.2 | -12 | 102 | -6

(next part)
Compound	PKA-R1A act	Mot1-301 SUMO	phage Ecoli inh	MOR-DOR inv ag	PfHsp90 yeast 2	OPRM1-OPRD1 ag	AddAB inh	Ecoli viability	Arr AP2 block	DSG3 Ab inh	Tat export inh
O=C(Nc1ccc2c(c1)OCO2)O[C@@H]1C[C@H]2CCCC(=O)N3CC[C@@H](C1)[C@@H]23	-16	2	-1.1	13	-11	-2.2	4.6	2.8	3	104	3
CCN1C(=O)[C@H]2[C@@H](c3ccc(C)cc3)N3C(=O)N(c4cccc(F)c4)C(=O)[C@@]3(Cc3ccc(Cl)cc3)[C@H]2C1=O	-9	31	3.7	-7	-13	1.2	-0.3	-3.0	4	139	5
COc1ccc(C)cc1S(=O)(=O)N1CCN(C(=O)c2ncoc2-c2ccc(F)cc2)CC1	-11	-11	0.4	-16	-5	2.0	2.9	-1.8	10	105	-9
O=C(CN1CCOCC1)c1c[nH]c2ccccc12	-5	185	2.5	6	3	-1.0	1.5	0.6	-1	76	-9
CC(=O)N1CC=C2C(C#N)=C(N)C(C#N)(C#N)C(CCc3ccccc3)C2C1 (stereo not drawn)	6	-1	1.5	20	49	-3.3	-0.8	-1.0	28	nt	3
CCn1c(SC)nc(O)c(C(c2ccc(OC)c(O)c2)c2c(O)nc(SC)n(CC)c2=O)c1=O	1	-1	5.4	12	-6	-2.0	1.0	2.8	-1	105	3
FC(F)(F)c1ccc(CN2C[C@@H]3C(c4ccc(Cl)nc4)C4(c5ccccc5)CC3(C4)[C@H]2c2ccccc2)cc1 (stereo partly drawn)	2	-7	3.6	14	10	-2.6	2.8	-0.2	3	97	-4
c1ccc(-c2nccc3ccccc23)cc1	13	75	1.7	0	-1	0.0	4.6	0.7	0	nt	-3
COc1ccc(N2CCN(C(=O)CSc3nc4[nH]ncc4c(=O)n3-c3ccc(Br)cc3)CC2)cc1	-15	-24	2.3	20	-9	-3.7	3.0	-0.2	-25	101	-8
COc1ccc(-n2nnnc2SCC(=O)Nc2ccccc2)cc1	4	58	2.7	8	-14	-1.4	-0.4	-2.1	-8	nt	-1
CNC(=S)SCCOc1ccccc1C	-1	-4	2.7	3	2	-0.6	1.8	-0.3	-1	84	3
COc1cc(OC)c2c(-c3ccccc3)cc(=O)oc2c1C(CC(=O)N1CCOCC1)c1ccc2c(c1)OCO2 (stereo not drawn)	-7	-4	-0.2	15	nt	-2.7	2.0	-2.9	6	105	-1
O=C(CCSc1nc(-c2ccco2)cc(C(F)(F)F)n1)N1CCN(c2ccccn2)CC1	0	nt	3.2	-13	-2	2.6	0.0	0.8	-40	108	7
O=C1c2cccc3cccc(c23)C(=O)N1c1cccc(O)c1	-4	-30	2.7	12	-44	-2.6	0.6	-1.5	-15	104	-3
CC(C)(C)NC(=O)CN(Cc1cccs1)C(=O)CCC(=O)Nc1nccs1	1	-10	1.2	-12	-12	2.1	2.2	-1.1	32	112	-2
O=C(CN1CCN(C(c2ccccc2)c2ccccc2)CC1)N1N=CCC1c1ccccc1 (stereo not drawn)	-13	-27	-0.2	5	-6	-1.1	1.8	-0.5	-10	nt	-5
CC(=O)Nc1sc2c(c1C(N)=O)CCCC2	-3	26	3.0	-6	21	1.1	-0.5	-2.2	0	106	10
CCc1nc(N2CCN(C(=S)NCCCOC)CC2)c2c3c(sc2n1)CCCC3	-10	1	-0.7	-9	-26	1.9	-0.4	-0.3	1	105	14
CNC(=O)COC(=O)/C=C/c1nc2ccccc2s1	6	nt	2.7	4	63	-0.8	0.0	0.2	52	95	-1
O=C(NCCCN1CCCC1=O)c1c(O)nc2ccccn2c1=O	2	0	1.6	15	-45	-2.8	2.3	-0.4	-6	98	-4
Clc1ccc(C(CCN2CCCC2)Cc2ccccc2)cc1 (stereo not drawn)	-6	-7	2.4	22	-1	-4.3	-0.4	-0.5	12	98	-9
CC(NC(=O)NC(N)=O)(C(F)(F)F)C(F)(F)F	-5	-12	0.7	3	-1	-0.5	-0.3	-3.0	12	97	0
CCc1nnc2n1N=C(c1cccc([N+](=O)[O-])c1)CS2	1	45	1.2	-2	1	0.3	-3.0	-3.1	13	112	-4
Cc1scc(C(=O)NNC(=S)NCC2CCCO2)c1-c1ccccc1 (stereo not drawn)	14	nt	3.5	22	6	-4.0	1.1	0.6	-1	96	-10
CSc1ncccc1C(=O)NC1CCCCCCC1	-9	-10	2.1	20	-3	-4.4	2.1	-1.8	6	102	-11

Of the compounds above, 2 contain bromine.
Compound	PKA-R1A act	Mot1-301 SUMO	phage Ecoli inh	MOR-DOR inv ag	PfHsp90 yeast 2	OPRM1-OPRD1 ag	AddAB inh	Ecoli viability	Arr AP2 block	DSG3 Ab inh	Tat export inh
O=C1N(Nc2ccccc2)C(c2ccc(Br)cc2)C12CCCC2 (stereo not drawn)	-2	255	3.2	-37	-17	8.4	1.0	0.6	8	98	-7
COc1ccc(N2CCN(C(=O)CSc3nc4[nH]ncc4c(=O)n3-c3ccc(Br)cc3)CC2)cc1	-15	-24	2.3	20	-9	-3.7	3.0	-0.2	-25	101	-8

(next part)
Compound	PKA-R1A act	Mot1-301 SUMO	phage Ecoli inh	MOR-DOR inv ag	PfHsp90 yeast 2	OPRM1-OPRD1 ag	AddAB inh	Ecoli viability	Arr AP2 block	DSG3 Ab inh	Tat export inh
CCOc1ccc(/C(O)=C2/C(=O)C(=O)N(CCN(CC)CC)C2c2cccs2)cc1 (stereo not drawn)	9	-24	-0.1	10	-4	-2.0	2.2	2.7	-6	107	4
CSCCC(NC(=O)C1CCC(C)CC1)C(=O)NCc1ccco1 (stereo not drawn)	0	-20	1.9	10	nt	-2.2	2.6	0.8	6	102	-2
Cc1ccc(NC(=S)Nc2cccc3ccccc23)cc1	-4	379	1.2	-65	-29	11	-2.3	1.8	3	121	-2
CN(C)C(=O)CNC(=O)C1CCCCC1	2	+	2.3	16	13	-3.1	-0.2	-2.6	-4	101	4
